Screens: PubChem, several laboratories
CAL PDZ FP-1: human CAL PDZ-peptide interaction inhibition; Q9HD26; purified CAL PDZ, TMR-peptide fluorescence polarization, 1 h; inhibition, % at 20 µM; 0.02% of 330,000 active; AID 504414;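 active = highest replicate inhibition of at least 40%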;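 also: plate controls were DMSO neutral control wells for no effect and unlabeled competitor peptide control wells for full effect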
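System: purified tagged CAL PDZ domain construct (CerCALP). Schedule: 1 h incubation at room temperature before polarization reading. Medium: 25 mM sodium phosphate pH 7.4, 150 mM NaCl, TCEP, IgG, Thesit. Read-out: percent inhibition from loss of millipolarization. Measured by: FP readout, S and P plane fluorescence. Probe or stimulus: fluorescent TMR peptide probe.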
MITF act: MITF TRPM1 promoter activation in melanoma cells; AID 588334; SK-MEL-5 TRPM1-promoter luciferase, 24 h; % of positive control, neutral wells = 0; 0.75% of 300,000 active; activation, % at 12.5 µM;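 active = mean activation of at least 80% with every replicate also reaching 80%; inconclusive = mean reaches 80% but some replicate falls short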;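 also: 0% = neutral control wells and 100% = parthenolide positive control wells; values of inactives mirror those of a sister screen read the other way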
Tat transport: E. coli Tat transport inhibition | 0.036% of 340,000 active | AID 488895 | inhibition, % at 10 µM | E. coli MC4100 TorA-mCherry Tat export, fluorescence;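 active = mean replicate inhibition at least 50% and at least half of replicates individually reaching 50%; inconclusive = only one of the two criteria met; inactive = neither criterion met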;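 also: exported cargo escapes ClpAP degradation while cytoplasmic cargo is degraded and loses fluorescence; 0% = median of neutral control wells and 100% = median of NaSCN control wells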
AddAB inh: less growth of phage-infected E. coli with AddAB. 0.29% of 330,000 active. AID 435030. inhibition, % at 11.9 µM. E. coli expressing H. pylori AddAB, absorbance growth; in the data active = inhibition above about 12%;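 also: 0% = vehicle wells of infected cells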
phage Ecoli inh: E. coli growth loss with phage present | growth absorbance | inhibition, % at 11.9 µM | 0.26% of 360,000 active | AID 651602; in the data active = inhibition above about 11%
Ecoli viability: counter-screen for AddAB inhibitors: E. coli growth inhibition | E. coli V3065 growth, OD600 absorbance, 18 h | inhibition, % at 11.9 µM | 0.27% of 330,000 active | AID 449728;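 active = inhibition above the campaign's mean inhibition across all tested compounds plus 3 SD, cut at about 9.9% in these data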;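 also: uninfected addAB+ strain grown without phage in ampicillin broth; 0% = DMSO wells and 100% = ciprofloxacin 0.95 µg/ml wells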
SR-BI DiI inh: blocks mouse SR-BI lipid uptake from DiI-HDL. inhibition, % at 12.5 µM. 0.96% of 320,000 active. Q61009. AID 488896. ldlA[mSR-BI] CHO cells, DiI-HDL uptake fluorescence, 3 h;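 active = mean replicate inhibition of at least 70% and a set share of replicates each scoring 70 or more; inconclusive = meets just one of the two criteria; inactive = fails both criteria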;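 also: 0% = median of neutral control wells and 100% = median of positive control wells; values of inactives mirror those of a sister screen read the other way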
Target sequence (Q61009 whole entry, looked up): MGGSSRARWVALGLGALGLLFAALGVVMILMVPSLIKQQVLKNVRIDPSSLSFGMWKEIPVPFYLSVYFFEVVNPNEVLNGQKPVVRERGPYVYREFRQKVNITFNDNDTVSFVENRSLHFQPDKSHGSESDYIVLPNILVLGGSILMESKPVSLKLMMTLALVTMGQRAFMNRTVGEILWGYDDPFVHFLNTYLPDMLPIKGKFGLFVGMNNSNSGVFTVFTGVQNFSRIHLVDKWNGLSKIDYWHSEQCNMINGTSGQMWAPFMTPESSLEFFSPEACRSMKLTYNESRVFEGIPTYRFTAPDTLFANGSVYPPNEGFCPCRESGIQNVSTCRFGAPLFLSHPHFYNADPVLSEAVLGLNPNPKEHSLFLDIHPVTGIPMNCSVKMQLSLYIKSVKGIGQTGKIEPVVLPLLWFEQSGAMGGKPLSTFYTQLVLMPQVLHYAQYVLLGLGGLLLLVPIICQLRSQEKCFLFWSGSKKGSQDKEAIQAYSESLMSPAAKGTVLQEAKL
Wnt bcat act: Wnt/beta-catenin pathway activation; AID 743398; Wnt/beta-catenin reporter cell assay, activator, plate reader; activation, % at 9.35 µM; 1.2% of 300,000 active; in the data active = activation above about 30%, passing the limit was not always enough; inconclusive = no clear call, values can overlap the other calls;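 also: 0% = neutral control wells and 100% = positive control wells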
SR-BI uptake up: activators of SR-BI mediated HDL lipid uptake; CHO ldlA[mSR-BI] cells, DiI-HDL uptake fluorescence, 3 h; 100 = double the neutral-control signal; activation, % at 12.5 µM; 0.096% of 320,000 active; AID 504775;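 active = mean replicate activation of at least 60% and every replicate at or above 60%; inconclusive = mean or all-replicate condition met, but not both; inactive = mean below 60% and not all replicates reaching 60%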;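 also: 0% = median plate neutral-control signal and 100% = twice that signal; values of inactives mirror those of a sister screen read the other way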
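System: CHO ldlA[mSR-BI] cells / Medium: HEPES-buffered (25 mM, pH 7.4) F12 plus 0.5% BSA / Probe or stimulus: labelled HDL, 10 µg/mL / Doses: single compound concentration, delivered by pin transfer / Schedule: 3 h, 37 °C / Measured by: DiI fluorescence, bottom read / Measure: cell-associated DiI fluorescence as measure of HDL uptake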
CAL PDZ FP-2: inhibitors of human CAL PDZ peptide binding. Q9HD26. purified CAL PDZ, TMR-peptide fluorescence polarization, 1 h. inhibition, % at 24.9 µM. 0.92% of 300,000 active. AID 602252;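 active = mean inhibition of at least 30% with at least half of replicates also reaching 30%; inconclusive = no clear call, values can overlap the other calls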;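 also: 0% = DMSO neutral control and 100% = excess unlabeled competitor peptide PRC23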
Numbers without * were called inactive; u = inconclusive; x = no result given.

SMILES	CAL PDZ FP-1	MITF act	Tat transport	AddAB inh	phage Ecoli inh	Ecoli viability	SR-BI DiI inh	Wnt bcat act	SR-BI uptake up	CAL PDZ FP-2
COc1ccc(C(=O)NC2=NCCS2)cc1S(=O)(=O)N1CCCCC1C (centres undefined)	-1.1	-3.2	-1.9	3.4	2.8	0.5	-14.9	-2.1	14.9	-3.2
Cn1c(SCC(N)=O)nnc1C1CCN(C(=O)NCc2ccccc2)CC1	-2.7	-5.8	-4.4	-2.0	0.3	-0.6	10.5	x	-10.5	1.3
COc1cc(OC)cc(C(=O)N[C@H](C(=O)NNC(=O)c2ccc(Br)cc2)C(C)C)c1	-1.1	-11.6	-1.4	-3.1	5.2	-2.3	30.5	-5.3	-30.5	-7.1
CC(C)(C)OC(=O)NCC(=O)NNC(=O)C(C(=O)OCc1ccccc1)c1ccccc1 (centres undefined)	-3.7	3.3	-2.1	3.6	1.0	-0.1	7.8	-1.1	-12.3	-5.5
COc1ccc(NC(=O)/C=C/c2ccc(OC)c(OC)c2)cn1	-4.6	1.5	0.9	-0.2	-0.3	0.5	x	0.6	x	3.2
Cn1c(=O)c(C(=O)NCC2CCCO2)c(O)c2ccccc21 (centres undefined)	-2.6	54.4	21.5	-1.4	0.4	-1.1	-10.7	39.2*	10.7	-2.4
CCCCC(CC)CNS(=O)(=O)c1ccc2c(c1)CCN2C(=O)CCC(=O)O (centres undefined)	x	2.4	7.0	3.1	2.3	0.5	-23.0	x	23.0	-5.4
Cn1c(C(=O)O)ccc1S(=O)(=O)N1CCCCCC1	1.5	x	-5.9	-1.8	2.4	-0.9	-5.7	2.5	5.7	-0.6
CN(C)CCCNC(=O)c1cc(C(=O)c2ccccc2)c[nH]1	-1.2	2.7	-4.7	-0.2	-0.8	-2.1	-13.3	1.7	13.3	-1.5
CN(C)S(=O)(=O)c1ccc(C(=O)Nc2nnc(-c3cccs3)o2)cc1	-2.5	15.6	-6.0	-8.5	-3.2	-9.8	-10.1	1.9	10.1	-1.0
CN(C)CCOCCOc1ccc(Cl)cc1C(C)(C)C	-0.8	3.2	-1.3	2.8	1.2	-2.6	-5.1	-6.1	5.1	1.0
COC(=O)c1sccc1NC(=O)COc1cccc(C)c1	-4.3	5.4	1.8	4.4	2.4	-1.3	x	-1.0	x	-5.9
CC(C(=O)Nc1ccc(F)c(F)c1)N1CCN(C)CC1 (centres undefined)	x	-3.8	-10.6	0.9	-1.5	2.2	-17.3	0.8	17.3	-6.2
CCN(CC)Cc1oc(-c2ccccc2)cc1C(=O)O	0.9	2.1	-3.7	1.0	1.1	1.7	-32.7	0.5	32.7	-8.8
Clc1ccc2nc(CN3CCCCC3)cn2c1	-0.8	-3.5	-4.1	0.4	2.6	1.2	-15.9	-3.1	15.9	2.3
Cc1nn(C(C)C(=O)NC2CCCCCC2)c(=O)c2nn(-c3ccccc3)c(C)c12 (centres undefined)	-1.0	-7.9	-2.5	0.5	-1.3	-2.6	-2.9	0.1	2.9	3.0
CC(C)C[C@H]1CNC(=O)C(=O)N1CC1CCN(CCc2ccc(-c3ccccc3)cc2)CC1	0.7	4.2	4.3	x	-0.9	x	-9.5	-6.3	9.5	0.9
N#C/C(=C\c1ccc(O)cc1)C(=O)NCc1cccc(Cl)c1	-0.1	-7.9	-3.9	1.6	4.1	-1.0	x	3.9	x	-3.1
CCN(CC)P(=O)(Nc1ccc([N+](=O)[O-])cc1)c1c(C)nn(CCC#N)c1NC(=O)c1ccc(Cl)cc1 (centres undefined)	-2.2	-0.7	6.1	2.9	1.2	-5.1	x	-1.9	x	x
COc1cc([N+](=O)[O-])ccc1NC(=O)NCc1cccnc1	-1.8	-0.3	5.8	0.2	3.2	1.9	41.1	-3.7	-41.1	-1.3
COc1ccc(/C=N/NC(=O)c2ccccc2NC(=O)c2ccco2)c(OC)c1	-1.7	x	2.4	2.6	0.1	-0.8	22.8	2.2	-22.8	-12.2
O=C(c1ccc(N2CCCC2=O)cc1)N1CCCCCC1	-1.8	20.1	2.7	1.4	1.1	-0.8	-6.9	x	6.9	-1.6
CCOC(=O)C1C(=O)NC(N2CCN(Cc3ccccc3)CC2)=NC1c1ccccc1 (centres undefined)	0.3	1.6	-3.9	1.8	3.9	-0.4	-4.3	x	4.3	x
COc1ccccc1-c1nn(-c2ccccc2)cc1C(=O)NC1CC1	-0.7	1.6	4.1	0.9	1.7	2.6	3.0	-1.1	-3.0	-4.7
O=C(Nc1ccc(Oc2ccc(C(=O)O)c(C(=O)O)c2)cc1)c1cccs1	-0.4	-3.4	-3.6	2.6	3.4	1.5	5.8	-0.5	-5.8	8.6
CC(C)CNS(=O)(=O)c1ccc(CCC(=O)N2CCN(c3ccccc3)CC2)cc1	-0.7	-13.0	25.2	3.1	2.6	2.3	43.9	-1.5	-43.9	x
O=C(O)c1cccc(S(=O)(=O)N2CCN(c3ccccn3)CC2)c1	-0.5	-10.2	-3.1	x	-0.9	x	-32.1	-1.1	32.1	-6.0
CCN(CC(=O)Nc1ccc(NC(C)=O)cc1)c1ccc(C(F)(F)F)cn1	-1.6	17.9	1.9	4.0	1.4	0.3	-4.1	x	4.1	-0.3
N#Cc1nc(-c2cccs2)oc1NCc1ccc2c(c1)OCO2	x	-8.0	13.2	3.8	1.6	-0.5	0.7	0.4	-0.7	-6.9
Nc1nc(SCC(=O)Nc2ccc(Oc3ccccc3)cc2)n[nH]1	-0.5	-0.6	-3.6	-1.9	3.2	-1.8	44.3	4.0	-44.3	-1.0
COc1ccc(C(=O)N(Cc2nc(-c3ccc(C)cc3)no2)C2CCCCC2)cc1OC	-1.6	-13.8	14.8	0.2	-1.2	-1.5	1.0	x	-1.0	-0.2
CC(=O)Oc1ccc(C(=O)[C@H]2[C@H]3C(=O)N(c4ccc5ccccc5c4)C(=O)[C@H]3[C@@H]3C=CC=NN32)cc1	-1.1	7.7	-14.1	0.9	4.0	0.0	-30.2	9.7	30.2	-10.3
CC(C)CNc1nc(N)c([N+](=O)[O-])c(NC2CCCCC2)n1	0.1	10.7	-3.4	0.6	5.0	0.8	-3.5	1.3	3.5	0.1
CCOC(=O)Cn1nc(C)c(NC(=O)COc2ccccc2[N+](=O)[O-])c1C	0.0	6.3	-5.9	0.7	2.5	2.5	-7.4	-0.8	7.4	2.0
Cc1cccc(NC(=O)c2cnc3n(c2=O)CCS3)c1	-1.6	58.5	-1.2	1.1	-0.2	0.3	1.8	x	-1.8	-3.2
C=CCSc1nnc(-c2c[nH]c3ccccc23)n1CCOC	-0.8	4.5	3.4	-0.3	1.8	-1.8	-22.9	-1.9	22.9	-6.3
CN(C)CCCn1c2c(c(SCC(=O)Nc3ccc4c(c3)OCO4)nc1=O)CCC2	0.4	-2.9	-0.1	-0.5	2.3	0.5	-9.4	3.2	9.4	x
CCOc1ccccc1CN1CCN(Cc2cn(C)nc2-c2ccccc2)CC1CCO (centres undefined)	-0.4	-0.6	0.5	2.3	1.8	-0.2	-11.8	-0.5	11.8	-5.0
COc1ccc(COC[C@H](C)[C@H](O)[C@@H](C)[C@H]2OC(=O)[C@@H]2C)cc1	0.7	-1.3	-41.1	3.1	0.7	2.6	-31.1	1.1	31.1	-0.1
C#CCOCCOCCOCCNc1nc(N2CCN(C(=O)CCCCCCCCCCNC(=O)[C@H]([C@@H](C)CC)n3cc(CCCCCN)nn3)CC2)nc(N2CCN(C(=O)CCCCCCCCCCNC(=O)[C@H](CCCCN)n3cc(CCCC(=O)O)nn3)CC2)n1	-1.0	9.6	u	0.6	x	-1.4	7.7	x	-7.7	-3.3
CC1=C(C(=O)OCC(C)C)C(c2cccs2)NC(=S)N1 (centres undefined)	-1.1	-3.1	-10.4	1.3	2.8	-1.6	66.5	-2.6	-66.5	-1.0
CN(CCN1CCOCC1)C(=O)CC1C(=O)NCCN1Cc1ccccc1F (centres undefined)	0.2	0.4	-2.3	0.9	2.0	0.5	-15.7	-3.1	15.7	-22.2
Cc1cccc(OCC(=O)Nc2ccccc2F)c1	0.3	52.2	2.1	-0.9	5.5	-0.9	-4.3	22.2	4.3	x
O=C(COC(=O)C1=NN(c2ccccc2)C(=O)CC1)NCc1ccccc1Cl	-0.6	5.8	-0.2	1.3	1.5	-1.4	-11.4	-1.3	11.4	-3.2
O=C(CCCN1CCc2[nH]c3ccc(F)cc3c2C1)c1ccc(F)cc1	x	5.8	-4.4	-0.7	3.9	-2.1	-11.2	0.4	11.2	-8.2

Results in AddAB inh and SR-BI uptake up (two entries from above):
structure	AddAB inh	SR-BI uptake up
COc1ccc(COC[C@H](C)[C@H](O)[C@@H](C)[C@H]2OC(=O)[C@@H]2C)cc1	3.1	31.1
CCOc1ccccc1CN1CCN(Cc2cn(C)nc2-c2ccccc2)CC1CCO (centres undefined)	2.3	11.8

Later entries.
SMILES	CAL PDZ FP-1	MITF act	Tat transport	AddAB inh	phage Ecoli inh	Ecoli viability	SR-BI DiI inh	Wnt bcat act	SR-BI uptake up	CAL PDZ FP-2
C[C@H](NS(=O)(=O)c1ccc(Cl)cc1)C(=O)OCC(=O)NC(=O)Nc1ccc2c(c1)OCCO2	-0.5	73.1	-20.7	0.4	0.2	-0.3	6.2	x	-6.2	-2.7
COc1cc2c(cc1O)C(SC)=NC(C)(C)C2	-3.3	-74.1	-6.9	-2.6	0.9	0.3	5.7	x	-5.7	-2.7
c1cncc(-c2nc(NCCCn3ccnc3)c3ccccc3n2)c1	-2.2	12.7	-2.4	3.1	1.4	-2.2	-5.3	2.5	5.3	8.8
COc1ccc(N2CCN(C(=O)c3ccc(CS(=O)Cc4ccc(Cl)cc4)o3)CC2)cc1 (centres undefined)	-1.5	-6.4	-6.6	1.5	-1.1	-0.5	14.9	-1.2	-14.9	-0.5
Fc1ccccc1C1CCN(Cc2nc(COc3ccccc3)no2)C1 (centres undefined)	0.9	0.5	-4.5	2.9	2.9	0.1	x	1.9	x	-2.8
COc1ccc(CCNC(=O)COC(=O)c2cc(S(=O)(=O)N3CCOCC3)ccc2C)cc1OC	-0.6	8.2	-5.8	0.5	2.3	0.0	39.7	-1.4	-39.7	-0.5
COCC(=O)Nc1nc2n(n1)C(c1ccc(OC)cc1)CC(c1ccc(OC)cc1)N2 (centres undefined)	-2.0	0.8	-0.6	x	-0.5	x	-17.1	x	17.1	x
CC(=O)Nc1ccc(NC(=O)C/C(C)=N/NC(=O)c2cccc3ccccc23)cc1	-2.8	-1.9	-2.8	2.3	0.6	2.1	x	-0.6	x	3.1
COC(=O)CCC(=O)Nc1ccc(Br)cc1	-0.4	-9.9	0.0	2.5	2.5	1.1	-9.4	x	9.4	-9.8
